# BRCA1 expr act = BRCA1 expression activation; MCF7-BRCA1-FFLuc reporter, luminescence, 48 h; response scale: scaled: vehicle 0%, 10 µM genistein 100%; Potency, µM (doses to about 46.1 µM), without a hit: at the highest dose activation, usual class: activators; hit rate 1.1% among 380,000; further: potency means the concentration at half of the fitted maximal effect; nearly all actives have a fitted effect of over 80% in size; some results filed as inactive show a strong effect at the top dose
#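 48 h compound treatment of MCF7-BRCA1-FFLuc cells (phenol-red free MEM, 37 °C), then 15 min with luciferase substrate and luminescence imaging.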
# Integrin act MD = activators of alpha7 integrin expression for muscular dystrophy. alpha7betagal myoblasts, beta-gal FDG fluorescence, 48 h. Potency, µM (highest dose often 38.3 µM), for the others: at the top dose activation, hits mostly activators. hit rate 0.064% among 350,000. AID 624291;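 further: potency means the concentration at half of the fitted maximal effect; 100% = response of the positive control SU9516; nearly all actives have a fitted effect of over 60% in size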
#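 Alpha7betagal+/- myoblasts (passage 13) were plated 16-24 hr, then exposed to compounds (1:260 dilution of DMSO stock) for 48 hours at 37C. After MPER lysis, β-galactosidase reporter activity was read as FDG fluorescence (ex 480/em 540) after 30 minutes.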
# CXXC DNA block = blocks binding of human MLL CXXC domain to DNA | Q03164 | MLL-CXXC / FITC-HOXA9 DNA fluorescence polarization | Potency, µM (doses to about 115 µM), without a hit: top-dose activity change, negative = inhibition, usual class: inhibitors | hit rate 0.037% among 290,000 | AID 2662; active means well fitted inhibition curve with a large enough effect in the polarisation, with a control signal flat, not every such curve was filed as active; inconclusive means small, poorly fitted or top-dose-only effect, or effect the other way, or a change in a side signal; inactive means no such curve, though single readings can be large or run the other way; the % refers to the polarisation; further: potency means the concentration at half of the fitted maximal effect
#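 Purified MLL-CXXC (added from a 7 uM solution) was preincubated 5 min at ambient with pinned compounds in 50 mM Tris-HCl pH 7.5, 50 mM NaCl, 1 mM DTT, 0.05% BSA. Fluorescein-labeled HOX-A9 DNA (50 nM solution) followed, 30 min, then polarization read.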
# TSG101-PTAP inh = blocks PTAP/TSG101 interaction to inhibit HIV-1 budding; Q99816; Fluorescence polarization, FITC-PTAP peptide / Tsg101 binding; Potency, µM (top dose mostly 115 µM), for inactives: at the top dose activity change, negative = inhibition, usual class: inhibitors; 340,000 tested, under 10 active; active means well fitted inhibition curve with a large enough effect in the main read-out, with a control signal flat, not every such curve was filed as active; inconclusive means small, poorly fitted or top-dose-only effect, or effect the other way, or a change in a side signal; inactive means no such curve, though single readings can be large or run the other way; further: potency means the concentration at half of the fitted maximal effect; % of control where 0% means no effect
#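 Steps: Tsg101 binding domain dispensed (10 uM final), compounds pinned in DMSO, FITC-labeled PTAP-motif peptide added (50 nM final); after 20 min binding at room temperature, polarization measured.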
# B2AR arrestin = agonists driving beta-arrestin recruitment to human beta2-adrenergic receptor. P07550. beta-arrestin recruitment to beta2AR, cell-based reporter. Potency, µM (top dose mostly 46.1 µM), for the others: at the top dose activation, usual class: activators. hit rate 0.02% among 330,000. AID 492947;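 further: potency means the concentration at half of the fitted maximal effect; 0% = DMSO controls and full agonism = EC100 isoproterenol or metaproterenol; nearly all actives have a fitted effect of over 65% in size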
# ELG1 repair inh = blocks ELG1-dependent DNA repair in HEK293T cells | HEK293T ELG1-luciferase reporter, luminescence, 16 h; DNA damage induced by 5-fluorouridine | Potency, µM (doses to about 46.1 µM), for inactives: top-dose activity change, negative = inhibition, actives largely listed as inhibitors | hit rate 2.3% among 330,000; further: potency means the concentration at half of the fitted maximal effect; on the % scale 0 is the no-effect control and ±100 the full control effect; nearly all actives have a fitted effect of over 55% in size
#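 Reporter activity after DNA damage by 5-fluorouridine is monitored. Compound-treated cells incubate 16 hr at 37 °C, then ONE-Glo is added for 30 min before luminescence reading.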
# p53 reactivation = restores transcriptional activity of mutant p53; H1299 p53-A138V BP100-luciferase reporter, luminescence, 24 h; Potency, µM (top dose mostly 92.2 µM), for the others: at the top dose activity change, positive = activation, usual class: activators; hit rate 0.063% among 320,000; further: potency means the concentration at half of the fitted maximal effect; % of control where 0% means no effect; nearly all actives have a fitted effect of over 45% in size
#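 H1299 (p53-null), stable ts p53-A138V + BP100-Luc; 1000 cells/well, Opti-MEM/10% FBS; cpd 4 pt, 1:5; 24 h, 37 deg C, 5% CO2; detection reagent 10 min RT; luminescence.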
# A-T KAP1 phos = candidate therapy for ataxia-telangiectasia. […] A-T fibroblasts, KAP-1 phosphorylation AlphaLISA; neocarzinostatin DNA damage 30 min before lysis. hit rate 0.19% among 320,000. Potency, µM (highest dose often 57.5 µM), for inactives: top-dose activation, hits mostly activators; further: potency means the concentration at half of the fitted maximal effect; % of control where 0% means no effect; nearly all actives have a fitted effect of over 45% in size
#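 ATM-like activity read as KAP-1 phosphorylation via AlphaLISA donor/acceptor antibody pairs after lysis and 6 hr at 25C. Cells were ATM-null patient fibroblasts ([…], hTERT), dosed 60 min, then exposed to the DSB inducer NCS for 30 min.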
# TCR activator = activators of T cell receptors | primary human leukocytes, anti-CD3, IL-2 HTRF, 48 h | Potency, µM (doses to about 9.22 µM), for the others: top-dose activation of IL-2 secretion, hits mostly activators | 330,000 tested, under 10 active | AID 504894; further: % of control where 0% means no effect
#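 Primary human leukocytes were stimulated with a-CD3 beads plus compounds for 48 hr without co-stimulation; secreted IL-2 was quantified by HTRF using a-IL-2-K (europium cryptate) and a-IL-2-d2, excited at 320nm with acceptor emission read at 665nm.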
# TRPV1 ag = activates the human vanilloid receptor TRPV1; Q8NER1; TRPV1-expressing cells, Fluo-8 calcium influx, agonist mode; activation, % at 8.33 µM; hit rate 0.19% among 320,000; AID 540275; in the data active means activation above about 80%; inconclusive means between about 30% and that limit; further: 0% is about no effect
#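 Fluo-8 calcium influx in TRPV1-expressing cells, kinetic read (ex 480/em 520 nm). Compound added and read 3 min for agonist activity, followed by capsaicin at EC20 final and 2 min further read for enhancement.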
# An asterisk follows results filed as active; ? = inconclusive; . = not tested or not shown; [ ] = remark or other dose. Unless noted, the call rests on the fitted dose curve; in most records, active means well fitted curve in the direction sought with a large enough effect; inconclusive means small, poorly fitted or top-dose-only effect, or another doubt; inactive means no such curve, though single readings can be large; an effect the other way counts as inactive or inconclusive.
Compound	TRPV1 ag	Integrin act MD	B2AR arrestin	p53 reactivation	A-T KAP1 phos	ELG1 repair inh	TCR activator	CXXC DNA block	TSG101-PTAP inh	BRCA1 expr act
CCOc1ccc(S(=O)(=O)Nc2cccc(C(=O)NCC3CCCO3)c2)cc1 (centres undefined)	-4.9	-22.4%	-0.2%	2.3%	-9.2%	-6.0%	-0.6%	.	1.1%	-35.9%
Cc1cccc(NC(=O)c2c(C)cc(=O)oc2C)n1	0.9	5.9%	-0.2%	1.3%	-3.4%	0.8%	-1.4%	-6.5%	-2.2%	-3.2%
CCOc1ccc(NCC(=O)Nc2ccc(C)cc2C)cc1	-2.3	-23.3%	0.1%	-0.2%	2.7%	-13.0%	.	6.9%	-5.0%	13.4%
COc1cc2oc(=O)cc(-c3ccc(-c4ccc(C(F)(F)F)cc4)cc3)c2c(OC)c1OC	.	14.0%	-0.2%	-4.3%	14.4%	7.9%	8.9%[46.1 µM]	.	0.3%	9.8%
CNC(=O)NC(=O)C(OC(=O)c1cccc(S(=O)(=O)N2CCCCC2)c1)c1ccccc1 (centres undefined)	-2.6	22.6%	-0.7%	-2.3%	1.1%	?	-1.1%	-0.5%	-4.9%	3.4%
Cc1ccc(C(=O)NNC(=O)c2cccs2)cc1	-1.1	0.0%	-0.4%	24.2%	-0.7%	?	4.1%	6.7%	-3.7%	?
COc1ccc(NC(=O)C2CCCN(S(=O)(=O)c3cnc[nH]3)C2)cc1 (centres undefined)	1.3	15.5%	-0.1%	0.2%	1.7%	0.1%	-2.8%	-7.9%	-0.3%	3.4%
Cc1occc1C(=O)/C(C#N)=C/c1ccc(O)c(Br)c1	0.9	-71.8%[inhibitor]	0.0%	-0.6%	-5.7%	1.2%	6.0%	?	16.3%	-5.0%
CCC(C)NC(=O)/C=C/c1ccc(S(=O)(=O)NCc2ccco2)cc1 (centres undefined)	-0.4	-9.1%	-1.1%	-2.3%	7.7%	-17.1%	1.1%	1.0%	-3.9%	-5.2%
O=C(NC1(O)C(=O)c2ccccc2C1=O)c1c(Cl)cccc1Cl	-0.3	?	-0.7%	16.6%	-1.1%	5.9%	-0.2%	-20.1%	-9.4%	25.7%
CC1CCN(C(=O)NC(=O)c2ccc(Cl)cc2)CC1	0.4	-3.4%	0.4%	?	-3.2%	?	-11.5%	?	2.3%	2.7%
COc1cc(-c2nnc(NC(=O)CCS(=O)(=O)c3ccccc3)o2)cc(OC)c1OC	-1.3	-50.4%[inhibitor]	-0.9%	-20.1%	-9.1%	?	.	.	-0.6%	-49.6%
Nc1c2nc(-c3ccccc3)[nH]c(=O)c2nc(=O)n1-c1ccccc1	0.2	?	0.0%	1.1%	-4.5%	15.7%	2.8%	-12.6%	-1.6%	-18.0%
C/C(=N\NC(=O)c1ccc(OC2CCCC2)cc1)c1ccc(O)cc1	19.8	-18.6%	-0.7%	-6.2%	37.6%	6.2%	.	-4.3%	-1.8%	-37.5%
CCN(CC(=O)Nc1ccccc1C(F)(F)F)C(=O)Cc1ccccc1	2.3	-24.1%	-0.3%	2.7%	-0.7%	-6.0%	0.0%	4.6%	-0.6%	0.0%
O=C(NCCc1nnc2ccc(NCCCN3CCOCC3)nn12)c1ccccc1F	-1.4	-2.0%	-0.2%	4.1%	9.2%	-1.2%	-3.1%	8.6%	-3.3%	2.4%
O=C1CN(C(=O)COC(=O)CCSc2ccccc2Cl)c2ccccc2N1	-3.4	19.2%	0.6%	1.2%	7.7%	5.0%	-1.4%	11.4%	0.7%	-11.0%
Cc1cc(Cl)ccc1NC(=S)NCCc1ccc(S(N)(=O)=O)cc1	.	-28.9%	.	.	.	.	-42.6%	.	-3.4%	-31.8%
C/C(=N\NC(=O)c1sccc1-n1cccc1)c1cccs1	9.5	9.9%	0.1%	2.7%	-5.1%	15.5%	0.8%	-0.2%	-1.1%	22.6%
O=C(CCC(=O)N(CC(=O)NC1CCCC1)c1ccc(F)cc1)Nc1nccs1	1.1	9.5%	-0.2%	-3.0%	6.7%	15.6%	-2.2%	5.3%	0.0%	-13.7%
Cc1ccc(/C(N)=N/OC(=O)Cc2cccs2)cc1	15.9	-12.5%	0.4%	?	16.3%	?	0.7%	2.3%	-4.4%	11.2µM*
Cc1cc(C(=O)Nc2ccc(N3CCCC3)c(Cl)c2)ccc1[N+](=O)[O-]	?	21.5%	-0.3%	10.8%	-1.5%	-23.3%	-2.6%[46.1 µM]	10.1%	-2.3%	10µM*
Cc1cc(-c2ccccc2)nc(N(C)C)c1S(C)(=O)=O	18.6	5.5%	0.0%	-9.1%	1.6%	8.1%	4.3%	-6.0%	-0.7%	0.2%
CC1(NC(=O)Nc2cc([N+](=O)[O-])ccc2O)CCS(=O)(=O)C1 (centres undefined)	-3.6	2.6%	-0.1%	-8.2%	-11.7%	23.2%	11.2%	.	-2.2%	0.0%
COc1cccc(CCN2CCC(CNS(=O)(=O)c3cc(-c4cc(C)no4)ccc3C)CC2)c1	4.0	-57.1%[inhibitor]	0.3%	?	8.3%	-9.2%	-4.5%	-6.8%	-5.6%	-4.0%
Cc1[nH]n(-c2ccccc2)c(=O)c1/C=N/NC(=O)c1ccoc1C	8.6	1.5%	-2.4%	?	-8.6%	?	-3.2%[46.1 µM]	3.4%	-0.3%	-55.7%[inhibitor]
O=C(COC(=O)c1ccc(Cl)nc1)NNC(=O)c1ccc(Cl)cc1	0.0	14.7%	0.1%	-0.4%	-7.8%	?	-3.0%	.	-5.6%	3.1%
CCC(=O)Nc1cccc(NC(=O)CSc2nnc(C3CC3)n2C)c1	-2.2	4.1%	0.2%	-3.4%	1.0%	0.9%	-8.9%	-3.5%	-7.1%	0.0%
COCCNc1nc(N)c([N+](=O)[O-])c(NCC2CCCO2)n1 (centres undefined)	1.6	8.4%	-0.7%	0.4%	-0.9%	?	-5.4%[46.1 µM]	-5.8%	-1.5%	-1.9%
Cc1cc(Oc2ccc(=O)n(C)n2)nc(SCc2ccccc2)n1	7.6	6.3%	-0.1%	1.2%	2.2%	28.1%	-8.4%	1.5%	-4.8%	-27.9%
CSc1ccc(S(=O)(=O)NCC(=O)OCC(=O)NCCc2ccccc2)cc1[N+](=O)[O-]	10.5	-7.6%	-0.8%	-1.9%	0.5%	0.0%	-5.3%	.	-3.7%	-6.0%
COCCn1c(C)cc(O)c(C(=O)Nc2cccc(Cl)c2)c1=O	4.6	-9.8%	-0.2%	-3.8%	11.0%	19.3%	-2.2%	1.6%	-6.5%	-5.1%
CCCOc1ccc(C(=O)CCC(=O)OC(C)C(=O)Nc2ccc(NC(C)=O)cc2)cc1 (centres undefined)	1.6	-5.2%	0.7%	20.0%	-2.5%	?	-3.0%	.	3.2%	75.2%
O=C(Nc1ccnc(-c2cccnc2)n1)c1ccccc1Cl	5.7	44.3%	-0.4%	-16.3%	1.0%	-13.1%	-3.2%	3.7%	-2.3%	-26.2%
O=CN1CCN(C(C(=O)NC2CCCC2)c2ccc(Cl)cc2)CC1 (centres undefined)	1.1	-6.0%	0.1%	10.5%	1.4%	26.7%	0.1%	-3.1%	-5.5%	-10.8%
O=c1[nH]c2ccc(NS(=O)(=O)c3ccc([N+](=O)[O-])cc3)cc2[nH]1	2.7	1.1%	0.1%	5.9%	-1.2%	9.4%	-0.3%	-0.8%	-5.6%	-14.7%
CC(C)Cn1c(=O)[nH]c2ccccc21	-1.1	-0.3%	-0.2%	-3.8%	-2.9%	3.1%	0.1%	4.4%	-7.2%	-22.5%
Cc1ccc(SCCc2cc[n+](CC(=O)c3ccccc3)cc2)cc1	-4.6	-1.9%	0.2%	8.1%	-2.5%	?	-1.7%	4.5%	-4.6%	-26.6%
CC1(CCc2ccccc2)NC(=O)NC1=O (centres undefined)	.	-2.5%	.	.	.	.	-70.3%	.	-8.2%	-8.5%
C/C(=N\NC(=O)c1cccc(N2CCCC2=O)c1)c1ccc(N)cc1	-0.6	1.9%	-1.2%	22.9%	-2.4%	?	5.0%	15.4%	-3.7%	4.5%
O=S(=O)(c1ccccc1)N1CCCC1c1cccs1 (centres undefined)	2.3	-14.5%	3.5%	-2.4%	-1.5%	-15.1%	-0.6%	-11.2%	-4.4%	0.0%
Cc1nn(C)c(C)c1NS(=O)(=O)c1ccccc1	1.4	-14.3%	-0.1%	1.9%	1.7%	11.6%	-16.9%	1.9%	-1.3%	-9.4%
Cc1ccc(-c2nn(-c3ccccc3)cc2C(=O)NCCCN2CCOCC2)cc1	22.3	-4.7%	0.1%	23.6%	15.5%	-0.6%	0.4%	-0.8%	1.0%	3.5%
